# MT stabilize HCS = microtubule stabilizers in HeLa cells; HeLa tubulin immunostaining HCS, 24 h; share of cells brighter than vehicle mean+2SD; % tubulin-high responders, % at 10 µM; hit rate 0.83% among 200,000;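 active = plate Z-score above 3 for both tubulin-high and condensed-nucleus cell shares, with cell loss under 80%, at 10 µM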;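 also: anti alpha tubulin signal scored within the nucleus-defined area of each cell; some results filed as inactive read as strong as hits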
# Yfh1-off respiration = mitochondrial function rescue without frataxin homolog – Friedreich's ataxia, plus single-dose screen, dose response (AID 1465). one-dose fold induction at 50 µM; EC50 in µM for titrated hits. hit rate 0.074% among 220,000. S. cerevisiae Yfh1-off respiration, WST-1 reduction, 72 h; higher fold induction means a stronger effect;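 active = fold induction of absorbance versus untreated yeast above a set limit, then at least 30% activation at any dose in follow-up; inconclusive = repeats straddling the limit, or above it without dose testing; inactive = fold induction below the set limit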;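 also: activators that raise dye reduction in frataxin-depleted yeast; strong numbers were not always called active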
# Ins promoter up = MIN6 insulin promoter up-regulation | z-score at 5 µM | MIN6 insulin promoter-GFP reporter, high-content imaging; active compounds read high | hit rate 0.3% among 190,000;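 active = z-score above 3 at 5 µM with at least 500 cells counted in the well; inconclusive = wells under 500 cells, flagged as cytotoxic or low count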
# Dynein transport = blocks dynein driven cargo transport along microtubules; 3617.4 mouse cells, GR-EGFP nuclear translocation imaging; test concentration mostly 20 µM; stimulated with dexamethasone, 1 µM; active compounds read low; z-score, hits read low; hit rate 0.47% among 220,000; AID 1381;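 active = plate z-score of nuclear minus cytoplasmic receptor signal below a set negative limit, without overly bright fluorescence or cell loss, cut at about -3.5 in these data, passing the limit was not always enough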;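 also: z-score of nuclear minus cytoplasmic ring GR-EGFP intensity difference per well; some compounds called inactive have numbers as strong as hits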
#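 Buffer or medium: tetracycline-free induction medium containing charcoal-stripped FBS / Reagent: dexamethasone agonist, 1.0 µM final, for 30 min / Technique: automated 10x imaging of fixed Hoechst-stained cells / Times: induction 48 h, compound 1 h, agonist 30 min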
# Autophagy mod = autophagy modulation, high-content screen | MEF GFP-LC3 puncta imaging; test concentration mostly 10 µM | calls only at 10 µM (by protocol) | hit rate 0.98% among 190,000;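 active = percentage of spot-positive cells more than 3 SD above its plate mean, without a fluorescence outlier flag or 80% toxicity; inconclusive = no clear call, values can overlap the other calls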;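 also: spot-positive cell cutoff set from DMSO-treated cells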
# WT yeast gro inh = growth inhibition of WT yeast, mitochondrial fusion screen | mitochondrial fusion phenotypic screen, WT strain | AID 1362 | hit rate 2.1% among 190,000 | inhibition, % at 10 µM; in the data active = inhibition above about 58%; tested in S. cerevisiae
# bCat nuc transl = beta-catenin nuclear translocation modulation | HeLa beta-catenin nuclear translocation, immunofluorescence imaging | hit rate 0.3% among 190,000 | nuclear translocation activity, % at 5 µM | AID 1665;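 active = nuclear translocation activity above 50% at 5 µM, with a well cell count of 50 or more; inconclusive = wells under 50 cells across six images, flagged as toxic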;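 also: per-cell ratio of nuclear to cytoplasmic median beta-catenin stain intensity; plate controls were DMSO negative control for no effect and GSK-3 inhibitor IX positive control for full effect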
#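 assay system = human HeLa cells, endogenous beta-catenin | times = compound treatment 24 h, 37°C, 5% CO2 | detection = Anti-beta-catenin immunofluorescence on PFA-fixed, Triton-permeabilized cells, DAPI nuclei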
# Lipid droplet = hepatic lipid droplet formation modulation; AML12 mouse hepatocytes, oleate lipid droplets, BODIPY imaging; inhibition, % at 6.5 µM; hit rate 0.4% among 240,000; AID 1656;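 active = lipid droplet intensity inhibited by at least 50%, with more than 500 cells counted; inconclusive = wells with under 300 cells, treated as cytotoxic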
#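 Test system: AML12 hepatocytes (mouse); reagent: oleate loading, 100 µM; dosing: one dose, 6.5 µM compound; incubation: overnight exposure; signal: fluorescence imaging, 20x objective, two fields per well; read-out basis: % inhibition of corrected integrated BODIPY droplet signal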
# HEK293 NOD2/NF-kB = inhibition of NOD2-driven NF-kB reporter – cell-based, luminescence, uHTS, HEK293 (AID 1566); hit rate 0.63% among 290,000; inhibition, % at 4 µM, or EC50 in µM where a hit was titrated; HEK293 NOD2/NF-kB luciferase reporter, luminescence; higher % means a stronger effect; in the data active = inhibition above about 50%; also: many of its hits are not listed in these tables
# WT yeast gro inh mutant strain = second read-out of WT yeast gro inh, no call of its own (marks repeat the call); inhibition, %; mitochondrial fusion phenotypic screen, mutant strain inhibition
# Dynein transport cytoplasmic EGFP = second read-out of Dynein transport, no call of its own (marks repeat the call); z-score; measured here: cytoplasmic GR-EGFP intensity; active compounds read high
# Dynein transport nuclear GR-EGFP = also measured in Dynein transport; calls as there; z-score; measured here: nuclear GR-EGFP intensity;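 lower value marks the stronger effect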
# Dynein transport cell count = also measured in Dynein transport; calls as there; z-score; measured here: cell count per field
# Ins promoter up cell count = further read-out of Ins promoter up, marked with its call; cell count; measured here: cytotoxicity, nuclei count;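 total cells summed across four imaged fields per well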
# Lipid droplet cells 6.5 µM = recorded beside Lipid droplet, whose call it bears; cell count; measured here: cell count, cytotoxicity flag;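 cells counted across two imaged fields per well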
# bCat nuc transl cell count 5 µM = further read-out of bCat nuc transl, marked with its call; cell count; measured here: cell count, cytotoxicity flag
# MT stabilize HCS Hoechst-high % = recorded beside MT stabilize HCS, whose call it bears; % Hoechst-high responders; measured here: nuclear condensation Hoechst responders;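 share of cells brighter than vehicle mean plus two SD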
# MT stabilize HCS cytotoxicity % = further read-out of MT stabilize HCS, marked with its call; toxicity, %; measured here: cytotoxicity by cell density;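 0% = mean cell density of plate MIN control wells and 100% = no cells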
# Autophagy mod cell loss 18 h = further read-out of Autophagy mod, marked with its call; toxicity, %; measured here: cell loss, nuclei count;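 cell loss after 18 h compound exposure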
# An asterisk follows results filed as active; i = inactive; ? = inconclusive; nt = not tested or not shown; + = active, no number. This is a subset, so the mix of outcomes need not match the whole.
SMILES,MT stabilize HCS,MT stabilize HCS Hoechst-high %,MT stabilize HCS cytotoxicity %,Yfh1-off respiration,Ins promoter up,Ins promoter up cell count,Dynein transport,Dynein transport cytoplasmic EGFP,Dynein transport nuclear GR-EGFP,Dynein transport cell count,Autophagy mod,Autophagy mod cell loss 18 h,WT yeast gro inh,WT yeast gro inh mutant strain,bCat nuc transl,bCat nuc transl cell count 5 µM,Lipid droplet,Lipid droplet cells 6.5 µM,HEK293 NOD2/NF-kB
O=C(O)c1cn(CCOc2ccccc2Cl)c2ccccc12,3.7,2.8,7.2,i,-0.12,1130,-0.378,-0.252,-0.132,0.109,i,6.7,-16.1,-15.4,0.6,1075,1.6,749,-18.0%
O=C(CSc1ncccn1)N1CCN(C(=O)CSc2ncccn2)CC1,1.8,1.7,4.1,i,-0.55,2056,-0.604,-0.0858,0.594,0.143,i,24.5,-4.2,-23.2,-2.2,934,-16.1,501,8.4%
CCC(=O)Nc1sccc1C(=O)OC,2.0,2.6,2.4,i,0.55,1314,0.716,-0.171,1.24,0.0106,i,-3.6,8.8,11.9,0.1,1172,2.2,796,0.9%
O=C1NC(c2ccc(Cl)cc2)Nc2ccccc21 (stereo not drawn),22.3*,10.7*,47.6*,i,-0.19,1444,3.73,-0.0439,2.92,-2.09,i,-7.2,8.0,-2.5,1.3,999,-18.4,697,-3.6%
COc1ccc(N/N=C(/C#N)S(=O)(=O)c2nsc(C)c2C#N)cc1,0.5,0.8,7.6,i,-0.53,948,-0.24,-0.103,0.196,0.533,i,-4.9,-38.8,-4.1,-1.2,1163,5.1,784,-5.7%
CCCCN(CC)C(=O)Cc1ccc(Br)cc1,1.6,2.4,5.5,i,0.04,1370,-0.0805,-0.184,-0.0298,0.287,i,11.3,4.0,12.8,-1.1,524,-21.3,609,-4.0%
Cn1c(N)c(C(=O)COC(=O)C2(c3ccccc3F)CCCC2)c(=O)n(C)c1=O,3.4,3.5,10.6,i,0.46,1280,-1.18,-0.356,-0.625,0.961,i,0.4,12.5,19.3,-5.7,977,nt,nt,3.6%
CC(=O)c1ccc(N2CCN(C(=O)COc3ccc(F)cc3)CC2)c(F)c1,3.0,2.2,4.0,i,-1.7,1115,0.0927,-0.175,0.429,0.244,i,26.2,-10.0,7.5,-3.9,1021,nt,nt,5.5%
Cc1ccccc1NC(=S)NCCO,3.1,2.5,14.8,i,1.01,1000,0.741,-0.351,0.649,-0.445,+,14.1*,-4.7,-2.5,-0.8,1483,2.7,718,11.3%
O=C(NN1C(=O)C2C3C=CC(C3)C2C1=O)C(O)c1ccccc1 (stereo not drawn),2.7,3.2,5.1,i,1.45,1614,0.476,-0.251,0.985,-0.138,i,10.7,0.8,8.8,-5.5,1117,14.2,616,16.2%
CCOC(=O)C1=C(N)Oc2cc(C)[nH]c(=O)c2C1c1ccncc1 (stereo not drawn),6.5,2.0,1.8,i,0.41,1003,-0.131,-0.293,0.257,-0.222,i,10.8,8.5,9.4,5.2,735,nt,nt,8.2%
Cc1nc([N+](=O)[O-])cn1CC(=O)NCCCO,2.8,3.3,9.6,i,0.09,1316,1.05,-0.239,0.593,-0.604,i,-5.5,-1.2,-7.2,3.0,846,5.2,670,19.8%
CC(=O)NC(Cc1ccc(O)cc1)C(=O)NN (stereo not drawn),2.4,3.2,1.9,i,-0.73,1212,-0.28,-0.273,0.362,0.288,i,6.2,-14.8,2.8,0.5,1006,17.4,693,5.6%
O=c1c2c3c(sc2nc2n1CCC2)CCC3,3.0,1.7,6.8,i,0.44,1269,0.259,-0.266,0.234,0.55,i,2.2,61.1*,-5.5*,1.7,1145,nt,nt,6.1%
CCCCn1c(=O)[nH]c2nc3cc(N)ccc3nc2c1=O,2.4,2.5,8.8,?,4.83*,1560*,0.697,-0.0127,0.439,-1.24,i,4.8,-13.3,-23.4,0.0,1113,5.4,575,-72.6%
CC(C(=O)NC1=NCCS1)N1C(=O)C2CC=CCC2C1=O (stereo not drawn),3.7,1.8,6.1,nt,nt,nt,-1.12,-0.0319,-0.398,0.793,i,15.9,-2.1,1.4,-5.2,1152,-3.4,761,9.4%
CCN(CC)C(=O)CSc1nnc(-c2cccnc2)n1Cc1ccccc1,2.1,1.2,6.5,i,nt,nt,0.00583,-0.185,0.0633,-0.265,i,-3.8,9.1,9.2,nt,nt,22.8,803,0.2%
COc1ccc(NC(=O)Cn2nnc(C(=O)NCc3ccccc3)c2N)cc1Cl,1.2,3.5,14.6,i,nt,nt,0.851,-0.168,0.586,-0.0359,i,3.1,-17.5,-61.0,nt,nt,6.4,696,-5.2%
COc1cc2c(cc1OC)-c1nncn1C(C)(C)C2,3.5,1.2,3.8,i,3.76*,1426*,-1.45,-0.182,-0.558,0.595,i,1.1,-2.4,13.7,-1.8,1426,nt,nt,-11.2%
COc1ccccc1-n1c(SCC(=O)NCc2ccc3c(c2)OCO3)nc2cc([N+](=O)[O-])ccc21,1.9,2.9,6.7,i,-0.42,1246,-0.651,-0.305,-0.63,0.826,i,7.0,7.8,-49.6,nt,nt,-7.6,707,-1.5%
Cn1cc(/C=N\NC(=O)c2cccs2)c2ccccc21,1.0,1.0,6.1,i,-0.12,1283,0.802,0.0394,0.881,-1.95,i,2.5,7.1,-25.4,-0.2,1161,6.3,631,-81.2%
O=C(NC1CCCC1)C(c1ccc(Cl)cc1)N(Cc1ccc(F)cc1)C(=O)CCl (stereo not drawn),6.8,2.0,3.7,i,nt,nt,-5.3*,0.848*,-2.79*,-0.199*,i,11.4,6.3,3.8,-2.5,1157,-7.1,671,-8.7%
CCOc1ccccc1NC1c2ccccc2C(=O)N1Cc1ccco1 (stereo not drawn),2.6,3.2,4.2,i,0.02,1023,0.0353,-0.105,0.118,-0.507,i,-1.3,7.9,7.9,nt,nt,nt,nt,-1.2%
C=C(C)CSc1nnc([C@@H](NC(=O)OC(C)(C)C)C(C)CC)o1 (stereo partly drawn),2.3,2.7,10.7,i,-1.09,1047,-0.392,-0.188,-0.294,0.0315,i,1.8,19.0,14.9,-1.1,1138,nt,nt,-12.1%
CCOc1cc(CNC2CCCC2)cc(Cl)c1OCc1ccc(F)cc1,2.3,2.1,2.9,i,-0.96,669,0.375,0.343,0.646,-1.77,i,2.8,54.4,65.2,-2.7,1022,-25.6,688,-13.4%
CC1CCC(NC(=O)Nc2cccs2)CC1 (stereo not drawn),2.0,1.7,10.5,i,-1.11,798,-0.376,-0.256,-0.313,0.466,i,3.9,-4.0,15.3,nt,nt,11.0,761,-13.6%
CC(C)(C)NC(=O)CN(Cc1ccc2c(c1)OCO2)C(=O)CNC(=O)c1cccs1,6.0,1.6,14.9,i,-0.32,1441,1.32,-0.307,0.22,-0.0334,i,-4.5,-9.4,-19.6,0.4,1434,13.0,748,5.0%
Cc1ccc(SCC(=O)N2N=CCC2c2ccccc2)cc1 (stereo not drawn),2.6,1.1,3.4,i,-0.25,1628,0.281,-0.0139,0.382,0.31,i,2.8,28.9,42.9,1.9,939,-34.3,673,2.6%
CCCc1nnc(NC(=O)Nc2ccc(OC)cc2)s1,3.4,6.0,4.1,i,0,1310,-0.302,-0.349,0.129,0.179,i,-7.4,17.2,1.5,4.1,1031,34.3,732,9.1%
CC(C)N1C(=S)SC(C)(C)C1NO (stereo not drawn),0.7,1.4,8.0,i,0.46,1845,-0.149,0.344,-0.153,0.128,i,-9.6,11.1,-2.1,2.1,1074,-0.5,645,15.0%
COc1cccc(C2CC(c3cccc(OC)c3)n3nc(N)nc3N2)c1 (stereo not drawn),2.4,1.6,3.5,i,-0.06,1913,0.694,-0.213,0.511,0.5,i,-6.6,9.4,9.9,-1.3,1202,15.9,643,15.8%
CN(C)c1ccc(N2C(=O)CC(Nc3ccc(N4CCOCC4)cc3)C2=O)cc1 (stereo not drawn),3.2,2.2,4.5,i,nt,nt,-0.829,-0.191,-0.399,0.848,i,24.3,-10.9,4.0,-3.3,542,7.9,740,6.6%
CN(CCCCCCCCC(=O)/C=N/O)Cc1ccccc1,1.1,1.4,14.7,i,0.42,790,-0.356,-0.252,-0.204,0.749,i,0.3,-14.2,5.4,nt,nt,6.4,737,2.9%
O=C(CSc1nnc(COc2ccc3c(c2)CCCC3)o1)Nc1ccc(F)cc1,1.3,2.0,6.2,i,nt,nt,-0.0548,-0.153,-0.219,0.265,i,-2.0,-15.7,-61.8,-2.3,850,nt,nt,0.6%
COC(=O)C1=NNC2C(=O)N(C3CCCCC3)C(=O)C12 (stereo not drawn),nt,nt,nt,i,nt,nt,-0.297,-0.319,0.147,0.527,i,-16.2,-1.9,-0.6,1.3,1491,16.3,730,17.8%
CN(C)/N=C/c1c(O)ccc2ccccc12,1.9,2.2,5.2,i,0.26,972,-0.145,0.0951,0.314,0.184,i,24.0,-14.1,-4.3,-3.8,1176,16.8,825,2.2%
O=C(C1=C[C@H](c2ccc(C(F)(F)F)cc2)C[C@H](OCc2ccc(CO)cc2)O1)N1CCOCC1,5.7,2.1,7.3,i,0.79,1389,0.0309,-0.238,0.412,-0.521,i,4.4,7.3,-0.4,-1.4,1181,4.6,709,-7.2%

# Bioassay records from PubChem.
